Screening results from PubChem BioAssay.
TDP2 inh: blocks human TDP2 phosphodiesterase activity; O95551; recombinant TDP2, T5PNP hydrolysis, p-nitrophenol absorbance 415 nm; inhibition, % at 12.8 µM; 370,000 compounds, 0.34% hits;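 active means inhibition above the mean of all tested compounds plus 3 SD, set per campaign, cut at about 25% in these data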;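 further: 0% = DMSO with enzyme and 100% = buffer with substrate but no TDP2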
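Assay system: Recombinant human TDP2 | Quantity: 120 nM TDP2 per well | Incubation: 2 h at 37 °C | Signal: Epi absorbance | Evaluation: Percent inhibition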
HTRA1 inhibitor: blocks human HTRA1 serine peptidase; 340,000 compounds, 0.5% hits; AID 504803; inhibition, % at 5.96 µM; Q92743; recombinant HTRA1, FP-rhodamine activity-based probe, fluorescence polarization; in the data active means inhibition above about 36%;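 further: 0% = enzyme with DMSO and 100% = wells lacking enzyme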
PG9 binder: PG9 antibody binding by small molecule; TR-FRET gp120-PG9 antibody binding; inhibition, % at 6.7 µM; 360,000 compounds, 0.43% hits; AID 624416; in the data active means inhibition above about 8.5%
SIAE primary: blocks human sialic acid acetylesterase; Q9HAT2; SIAE FP-Rh probe binding, fluorescence polarization; inhibition, % at 9.66 µM; 370,000 compounds, 0.69% hits; AID 1053197;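 active means inhibition above a cutoff: mean of compounds within the control limits plus 3 SD of those, cut at about 17% in these data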;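 further: 0% = plate median of compound wells and 100% = probe without SIAE protein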
PRMT1 FP inh: inhibitors of human PRMT1; Q99873; 370,000 compounds, 1.3% hits; recombinant PRMT1, activity-based probe fluorescence polarization; inhibition, % at 2.79 µM;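 active means inhibition above about 21% made by adding two undisclosed values, limit read from the data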
Target sequence (Q99873 whole entry, looked up): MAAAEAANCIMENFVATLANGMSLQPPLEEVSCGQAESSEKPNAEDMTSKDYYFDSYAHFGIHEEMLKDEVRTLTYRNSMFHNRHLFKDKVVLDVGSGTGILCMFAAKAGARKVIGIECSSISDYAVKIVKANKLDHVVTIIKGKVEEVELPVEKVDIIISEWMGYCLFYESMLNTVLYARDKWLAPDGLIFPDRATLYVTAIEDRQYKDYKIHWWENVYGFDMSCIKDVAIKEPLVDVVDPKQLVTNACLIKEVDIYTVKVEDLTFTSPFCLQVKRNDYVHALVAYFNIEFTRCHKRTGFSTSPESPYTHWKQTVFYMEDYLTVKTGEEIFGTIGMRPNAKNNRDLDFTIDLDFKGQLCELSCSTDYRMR
UHRF1 binding: blocks human UHRF1 binding to methylated DNA. Q96T88. AID 687016. 370,000 compounds, 0.75% hits. inhibition, % at 4.4 µM. UHRF1 binding to methylated oligo, TR-FRET; in the data active means inhibition above about 21%;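 further: UHRF1 SRA domain binding a hemimethylated CpG hairpin DNA probe; 0% = median of test compound wells and 100% = reference inhibitor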
Tn7 DDE FP: disrupts Tn7 cyclic peptide binding to fibrin D-Dimer-E complex | P02675 | FP displacement of FITC-Tn7 peptide from fibrin DD(E); 0% = median of compound wells per plate | 370,000 compounds, 0.13% hits | AID 720508 | inhibition, % at 8.3 µM;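 active means inhibition above the mean of compounds falling within the control limits plus 3 SD of them, cut at about 14% in these data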;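 further: 0% = plate median of compound wells and 100% = 10 µM Aha-Tn7 peptide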
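Assay system: Human clot-derived fibrin DD(E) complex | Buffer or medium: Tris/NaCl/CaCl2 buffer, pH 7.8 | Repeats: One replicate per compound | Benchmarks: Aha-Tn7 high control | Measure: % inhibition scaled between sample-field median and high-control FP | Schedule: 10 min plus 3 h, room temperature | Signal: Fluorescence polarization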
LEDGF integ inh: blocks HIV-1 LEDGF/p75-dependent DNA integration | AID 743269 | TR-FRET IN-LEDGF/p75 DNA integration, Eu/Cy5 | 370,000 compounds, 0.64% hits | inhibition, % at 3.7 µM;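 active means inhibition above the screen-wide mean plus 3 SD, cut at about 13% in these data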;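 further: signal is the Cy5 over europium emission ratio at 671 and 618 nm; 0% = plate median of compound wells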
mABHD4 FP: ABHD4 (mouse) inhibition, primary FP screen; purified mABHD4, FP-Rh probe fluorescence polarization; 370,000 compounds, 0.54% hits; Q8VD66; inhibition, % at 8.92 µM; AID 720543;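 active means inhibition exceeding the mean over every tested compound plus 3 SD, cut at about 30% in these data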;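 further: 0% = plate median of compound wells and 100% = S159A mutant with DMSO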
Target sequence (Q8VD66 whole entry, looked up): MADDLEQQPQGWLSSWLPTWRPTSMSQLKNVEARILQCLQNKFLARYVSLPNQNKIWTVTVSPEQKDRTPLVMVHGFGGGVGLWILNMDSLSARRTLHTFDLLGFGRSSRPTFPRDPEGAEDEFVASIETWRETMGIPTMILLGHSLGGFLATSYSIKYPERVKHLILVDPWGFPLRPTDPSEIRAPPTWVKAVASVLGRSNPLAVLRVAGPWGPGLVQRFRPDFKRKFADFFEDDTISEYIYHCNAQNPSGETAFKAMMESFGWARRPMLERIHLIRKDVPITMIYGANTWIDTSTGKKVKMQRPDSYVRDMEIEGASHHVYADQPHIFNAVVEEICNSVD
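Test system: mABHD4 protein | Buffer or medium: HEPES pH 7.0 buffer, 150 mM NaCl, 0.01% Pluronic F-127 | Probe or stimulus: FP-Rh fluorescent activity-based probe, added after compound pre-incubation | Timing: Pre-incubation 45 min, probe exposure 60 min, at 25 °C | Technique: Fluorescence polarization, excitation 525 nm, emission 598 nm, BODIPY TMR filters | Repeats: Single well per compound (singlicate)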
TCR-CD3 inh: blocks the human TCR-CD3 interaction; TAMRA-labeled TCR probe fluorescence, biochemical; inhibition, % at 9.4 µM; 360,000 compounds, 0.37% hits; AID 651800; in the data active means inhibition above about 19%;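 further: recombinant mutant TCR 2C K166C tagged with TAMRA read by polarization; 0% = receptor in buffer alone and 100% = receptor with positive control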
Active calls of the source: *; x = no result given; & = joins results of further samples.

Each structure is followed by: TDP2 inh, HTRA1 inhibitor, PG9 binder, SIAE primary, PRMT1 FP inh, UHRF1 binding, Tn7 DDE FP, LEDGF integ inh, mABHD4 FP, TCR-CD3 inh
#1 Cc1ccc(C)c(S(=O)(=O)N(C)C2CCS(=O)(=O)C2)c1 (stereo not given)
  4.9, 1.1, -2.4, -1.3, 2.5, 3.0, 4.6, 0.8, 6.0, 6.6
#2 Cc1ccc(S(=O)(=O)N(C)C[C@H]2Oc3cc(C#Cc4ccccc4)ccc3S(=O)(=O)N([C@H](C)CO)C[C@@H]2C)cc1
  -1.6, -50.0, -2.1, -15.0, 3.6, 3.5, 7.0, -2.7, -16.8, 0.2
#3 COc1ccc(C(=O)NCC(=O)N2CCN(C(=O)c3ccco3)CC2)cc1[N+](=O)[O-]
  1.8, 10.8, -0.1, 7.8, 0.1, -0.4, -0.7, -0.4, 3.1, -1.7
#4 Cc1ccc(S(=O)(=O)Nc2cccc(C(=O)NCC(c3ccc(F)cc3)N3CCOCC3)c2)cc1 (stereo not given)
  -3.3, -8.5, -0.7, -3.1, 0.4, -1.6, 2.5, -0.7, -9.8, -1.7
#5 COC(=O)CC1CCc2cc(C)cc(C(CC(C)C)NC(=O)[C@H](CC(C)C)NC(=O)OCc3ccccc3)c2O1 (stereo not given in full)
  -0.8, x, x, 4.2, -2.7, 4.1, 3.9, -0.2, 1.2, x
#6 NC(=O)CSc1oc(-c2ccc(F)cc2)nc1S(=O)(=O)c1ccccc1
  7.5, -9.9, -2.4, -1.6, -2.9, -1.6, 3.2, 0.0, -2.2, 4.0
#7 Cc1onc(-c2ccccc2Cl)c1C(=O)Nc1sc2c(c1C(N)=O)CCC(C)C2 (stereo not given)
  8.0, -23.3, 0.2, -8.6, 3.4, -1.4, 4.6, 1.6, -15.0, -1.2
#8 N#CC(=C=[N-])c1nc2ccccc2nc1-[n+]1ccccc1
  3.7&-1.6, 6.2&1.7, -4.3&-4.2, 0.2&1.0, -3.6&-3.2, -6.5&-3.4, 2.5&-5.3, -3.8&-0.7, -0.1&6.0, 0.8&5.5
#9 CCn1c(SCc2nc3ccccc3c(=O)[nH]2)nnc1C(C)NC(=O)c1ccccc1F (stereo not given)
  1.4, 0.5, -2.3, 0.5, 1.8, 1.2, 2.0, -6.3, -3.7, -6.3
#10 O=C(Nc1ccccc1)c1cc(C2COCCN2C(=O)c2cccs2)on1 (stereo not given)
  0.9, x, -0.1, -8.7, -0.5, 1.1, -7.6, -3.4, 0.4, -6.0
#11 CCCN(CC(=O)Nc1ccccc1C)C(=O)c1ccc(N2CCOCC2)c([N+](=O)[O-])c1
  -9.6, 1.1, 0.1, 4.2, 2.9, 1.5, -8.2, -2.9, 0.9, -6.3
#12 Cc1cc(C(F)F)n2ncc(C(=O)NCCc3ccccc3Cl)c2n1
  -8.1, -5.2, -1.4, 1.9, 1.2, 5.4, 1.7, 3.8, -4.9, -6.6
#13 COc1ccccc1C(=O)N1O[C@]23C=C[C@]14C[C@@H](O)CC[C@]4(C)C2CC[C@]1(C)[C@@H]([C@H](C)/C=C/[C@H](C)C(C)C)CC[C@H]13 (stereo not given in full)
  -3.8, x, 0.6, 3.1, -0.9, -0.9, -4.5, 0.3, -8.9, -1.2
#14 CCOC(=O)C(C)Sc1nc(-c2ccco2)cc(C(F)(F)F)c1C#N (stereo not given)
  7.8, -15.3, -0.1, 0.2, 0.8, 0.0, 1.5, -0.9, -8.6, 9.7
#15 Cc1ccc2oc(C(=O)N(Cc3ccncc3)CC3CCCO3)c(C)c2c1 (stereo not given)
  11.4, -2.8, 1.7, -0.1, -1.6, -3.8, -0.1, -1.6, 0.3, 1.1
#16 O=C(O)c1cc(-c2ccc(Cl)s2)nc2ccccc12
  -3.0, -2.9, 3.9, -14.1, 7.5, 4.4, 1.9, 0.5, 4.3, -5.5
#17 O=C(COc1ccc([N+](=O)[O-])cc1Cl)Nc1ccc2[nH]c(=O)[nH]c2c1
  7.9, 5.0, -0.9, 4.7, 1.9, -0.4, 5.4, -1.2, 0.4, -0.3
#18 NC(=O)CC(NC(=O)c1ccc(Br)cc1)c1ccc(NC2CCCCC2)c([N+](=O)[O-])c1 (stereo not given)
  -27.8, -2.6, -2.5, -2.1, -2.0, 2.4, 1.4, 3.6, -2.0, -5.9
#19 CCc1ccc(NS(=O)(=O)c2cc3c4c(c2)CCN4C(=O)CC3)cc1
  -0.5, -0.9, -3.2, -5.3, -4.3, -1.3, -4.0, 1.6, 0.2, 9.7
#20 CC1CCCC(C)N1C(=O)COC(=O)CNC(=O)c1ccccc1F (stereo not given)
  5.8, -2.0, -1.8, 0.4, -1.3, 1.3, -0.5, -3.9, -2.2, -6.6
#21 CCCCCNC(=O)CC1Nc2c3ccccc3nc(=S)n2C1=O (stereo not given)
  -6.3, 0.0, 3.4, 1.8, 2.3, 6.6, 0.1, 1.6, 2.9, -3.7
#22 CC(=O)c1cccc(S(=O)(=O)N2CCC(C(=O)NC3CCCC3)CC2)c1
  -13.5, 5.4, -5.4, -4.9, -3.8, 4.5, -0.7, 3.6, -3.4, -2.9
#23 COc1cc(C2C3C(=O)N(Cc4ccccc4)C(=O)C3ON2c2ccccc2)cc(OC)c1OC (stereo not given)
  -4.4, -15.3, -0.4, -2.9, 0.2, 0.7, -13.7, 4.0, -9.1, 0.1
#24 COc1ccc(-c2ccc(C(=O)Nc3cccc(F)c3)c3occc23)c(C)c1
  2.0, x, -2.5, -15.7, -4.2, 0.5, 5.1, -2.9, -23.1, -4.7
#25 O=C(C1CC(=O)N(c2ccccc2)C1)N1CCC(c2nc3ccccc3[nH]2)CC1 (stereo not given)
  -9.1, 3.4, 0.9, 1.5, 9.1, 0.4, -8.3, -0.5, -1.4, -13.1
#26 Cc1csc(NC(=O)c2cccs2)n1
  0.3, 0.4, -1.6, 8.8, -0.6, -0.7, 3.6, -3.0, -5.9, -4.4
#27 CCC(C)(C(=O)NC1CCCC1)N(Cc1ccco1)C(=O)c1ccc2c(c1)OCO2 (stereo not given)
  -3.4, -9.7, 1.6, -4.2, 2.2, -2.3, 2.5, -3.2, -2.3, 4.7
#28 CC1CCN(CCOc2cccc(Br)c2)CC1
  2.6, 1.1, -2.2, 0.9, 0.5, 2.3, -1.5, 0.6, 6.2, -7.9
#29 O=C(N/N=C1/CC2C=CCC12)c1cccs1 (stereo not given)
  -0.4, -1.9, -0.5, 3.8, -1.3, -2.6, 3.1, 3.2, -2.2, -3.1
#30 O=C1CSc2ccc(C(=O)NCCC3=CCCCC3)cc2N1
  -5.5, -0.2, -1.5, 6.7, 2.7, -0.6, -6.8, 4.1, -9.4, 8.4
#31 Cc1cc(C(=O)Nc2ccc3c(c2)OCCO3)co1
  0.8, 2.5, 1.6, -9.7, 1.2, 6.4, 5.3, -0.5, -13.9, -10.8
#32 C[C@H](O)[C@@H]1CN2CCc3c([nH]c4ccccc34)[C@@H]2C[C@@H]1N(C)C(=O)c1ccco1
  2.2, x, -2.7, -3.9, 11.4, -2.9, -0.7, -0.4, -3.2, 6.3
#33 COc1cc(C)ccc1OCC(=O)OCC(=O)NCC1CCCCC1
  -3.9, 9.8, 0.2, 9.8, 1.6, -1.6, 7.2, 0.3, -0.6, -0.5
#34 Cc1ccc(NC(=O)NCC(c2ccccc2)N(C)C)cc1 (stereo not given)
  11.5, 3.9, -2.0, -0.8, -3.2, -0.8, -2.5, 2.3, -6.2, 1.9
#35 COC(=O)c1c(C)oc(C)c1S(=O)(=O)N1CCCCC1
  15.1, -4.5, -1.7, 3.5, -2.6, 1.3, 0.5, -0.1, -0.7, 4.3
#36 Cn1nc(C(=O)NNC(=O)COc2ccccc2)c2ccccc2c1=O
  1.0, 6.0, -1.5, 6.6, 0.2, 1.5, -9.8, 4.0, -7.7, 8.2
#37 Cc1nc2c(C)cccn2c1/C(O)=C1\C(=O)C(=O)N(CCN(C)C)C1c1ccccc1 (stereo not given)
  -4.6, 4.9, -0.1, -0.1, -1.1, 2.6, 1.1, -2.0, -10.1, -6.9
#38 CCOC(=O)c1ccc(-n2cncn2)nc1
  1.4, -1.3, 1.0, -1.3, 2.1, 1.0, 7.6, -3.8, -2.9, -9.7
#39 O=C(O)c1cccc2c1-c1ccccc1/C2=N\Nc1ccccc1
  13.5, 0.6, -10.6, 1.8, 5.7, -1.3, 6.7, 3.7, 38.0*, 7.1
#40 CCCCn1c(=S)[nH]c2ccccc2c1=O
  -3.5, -9.7, 1.7, -5.2, 2.1, 3.5, 0.6, -2.6, 2.7, -1.4
#41 CCCN1CCC(NC(=O)CC2C(=O)NCCN2Cc2cccc(OC)c2)CC1 (stereo not given)
  15.1, 0.3, -1.3, -1.0, -3.0, -1.1, -5.7, 0.4, 5.0, 5.9
#42 O=S(=O)(c1ccc(F)cc1)N1CCCC1
  -13.9, 1.7, -0.2, -0.7, 5.8, 1.7, -5.7, -2.5, 5.6, -3.5
#43 CC(C)(C)NC(=O)c1ccc(COc2ccccc2Br)o1
  -11.0, -2.2, 0.0, -2.0, 4.8, -0.1, 1.4, -2.4, -10.5, 5.9
#44 CCS(=O)(=O)Nc1ccc(C2=NN(C(=O)c3ccco3)C(c3cccs3)C2)cc1 (stereo not given)
  -18.2, -11.2, 1.6, -10.6, 11.7, 2.9, -4.7, -5.7, -43.4, 0.1

Looked up by compound from above, two records:
Each structure is followed by: TDP2 inh, HTRA1 inhibitor, PG9 binder, SIAE primary, PRMT1 FP inh, UHRF1 binding, Tn7 DDE FP, LEDGF integ inh, mABHD4 FP, TCR-CD3 inh
#41 CCCN1CCC(NC(=O)CC2C(=O)NCCN2Cc2cccc(OC)c2)CC1 (stereo not given)
  15.1, 0.3, -1.3, -1.0, -3.0, -1.1, -5.7, 0.4, 5.0, 5.9
#43 CC(C)(C)NC(=O)c1ccc(COc2ccccc2Br)o1
  -11.0, -2.2, 0.0, -2.0, 4.8, -0.1, 1.4, -2.4, -10.5, 5.9

Compounds were not picked by outcome; overall some 4.2% were active at least once.
